Cl transport mod: modulators of human KCC2 chloride dependent transport; B-score of Tl+ flux slope (higher = more flux/activation; lower = inhibition) at 10 µM; AID 1456; 190,000 tested, 2.2% active; KCC2 cells, thallium flux FluoZin-2 fluorescence;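 active = thallium flux slope and its plate-corrected score both differing from the plate sample mean at a set confidence after two filtering rounds, in either direction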;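 also: slope of fluorescence scaled to starting intensity during 10 to 20 s after thallium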
Mdm2 ligase inh: blocks human Mdm2 ubiquitin ligase activity; Q00987; cell-based MDM2 ubiquitination luciferase reporter, 2 h; 0 = plate control, 100 = twice control, blank-subtracted; signal enhancement, % at 5 µM; 210,000 tested, 0.11% active; AID 1230;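 active = signal enhancement of 30% or more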;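 also: luminescence tracks abundance of the self-degrading MDM2-luciferase fusion protein; higher signal means inhibition of MDM2 E3 ligase activity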
Target sequence (Q00987 whole entry, looked up, the tested form may be a part): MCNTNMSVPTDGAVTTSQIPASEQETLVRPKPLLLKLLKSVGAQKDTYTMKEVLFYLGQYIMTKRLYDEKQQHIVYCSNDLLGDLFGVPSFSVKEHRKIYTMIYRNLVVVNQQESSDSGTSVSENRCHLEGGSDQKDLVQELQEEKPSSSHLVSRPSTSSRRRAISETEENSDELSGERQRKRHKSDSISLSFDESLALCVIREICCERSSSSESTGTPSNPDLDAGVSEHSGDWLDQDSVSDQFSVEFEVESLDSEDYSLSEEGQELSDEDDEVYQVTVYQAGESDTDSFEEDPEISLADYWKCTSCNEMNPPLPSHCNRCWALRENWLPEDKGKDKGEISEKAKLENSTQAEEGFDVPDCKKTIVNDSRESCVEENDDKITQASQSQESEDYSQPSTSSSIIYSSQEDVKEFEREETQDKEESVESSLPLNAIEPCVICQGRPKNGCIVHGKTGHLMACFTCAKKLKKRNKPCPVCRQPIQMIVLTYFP
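Buffer or medium: Cells held in DMEM | Assay system: Stable mammalian line carrying autodegrading MDM2–luciferase fusion reporter | Quantity: 2000 cells/well | Times: 4 h settle plus 2 h compound, 37 °C | Doses: One concentration, 5 µM, with 0.2% DMSO | Technique: Luminescence with SteadyLite reagent, 15 min at room temperature | Benchmarks: Plate controls and plate blanks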
PERK inhibitor: blocks human PERK kinase; CHO PERK-DD fusion, SEAP luminescence translation reporter; inhibition, % at 5.6 µM; 220,000 tested, 0.17% active; AID 1416;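 active = inhibition above the mean inhibition of all tested compounds plus 3 SD, set separately per screening campaign, cut at about 2.9% in these data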;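 also: PERK kinase domain activated by AP20187 dimerizer at 100 nM; 0% = DMSO with dimerizer and 100% = rapamycin at 8.4 µM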
Rad51 HR inh: Rad51 (human) homologous recombination inhibition. 200,000 tested, 0.085% active. AID 1385. inhibition, % at 10 µM. hRad51 DNA strand exchange, fluorescence dequenching. Q06609;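 active = inhibition above 40% at the single screening dose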;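 also: 0% = DMSO control wells and 100% = blanks with heterologous ssDNA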
Target sequence (Q06609 whole entry, looked up): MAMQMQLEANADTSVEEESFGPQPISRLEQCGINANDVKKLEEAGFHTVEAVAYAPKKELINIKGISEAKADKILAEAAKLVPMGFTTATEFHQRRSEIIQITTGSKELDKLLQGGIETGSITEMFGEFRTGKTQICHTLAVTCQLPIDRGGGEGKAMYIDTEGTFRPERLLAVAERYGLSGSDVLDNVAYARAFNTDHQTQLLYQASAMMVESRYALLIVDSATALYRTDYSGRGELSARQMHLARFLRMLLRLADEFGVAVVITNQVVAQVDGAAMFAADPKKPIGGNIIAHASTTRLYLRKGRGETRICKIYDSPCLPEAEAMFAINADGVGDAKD
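Material: human Rad51–ssDNA filaments; Probe or stimulus: labelled 47-mer dsDNA for strand exchange; Doses: single 10 µM dose; Incubation: 37 °C 15-min filament assembly, 30-min compound preincubation, 15-min exchange; Technique: FRET fluorescence dequenching, excitation 485 nm, emission 520 nm; Measure: Fluorescence-based percent inhibition, control- and blank-normalised; Benchmarks: plate control and blank wells.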
EBV gp42 block: inhibitors of Epstein-Barr virus glycoprotein 42; AID 1085; 220,000 tested, 0.42% active; Fluorescence polarization binding assay, mP read-out; inhibition, % (tested at 21.74 µM); Q1HVG2; in the data active = inhibition above about 50%
Target sequence (Q1HVG2 whole entry, looked up): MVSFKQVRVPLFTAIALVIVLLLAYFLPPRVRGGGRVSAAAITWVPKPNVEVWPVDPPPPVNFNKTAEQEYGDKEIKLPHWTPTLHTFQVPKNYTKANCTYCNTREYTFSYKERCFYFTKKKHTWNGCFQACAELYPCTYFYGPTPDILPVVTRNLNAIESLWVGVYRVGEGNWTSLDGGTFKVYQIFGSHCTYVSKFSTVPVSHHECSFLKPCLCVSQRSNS
eIF4E-4G inh: blocks eIF4E binding to eIF4G; TR-FRET eIF4E-eIF4GI(517-606) binding, 2 h; AID 782; 220,000 tested, 0.37% active; inhibition, % at 21.7 µM;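 active = inhibition above about 30%, limit read from the data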;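 also: 0% = full FRET control wells and 100% = background wells lacking eIF4GI fragment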
TNF death inh: TNF-alpha cell death inhibition in Jurkat FADD-/- cells; Jurkat FADD-/- TNF necroptosis rescue, ATP luminescence, 24 h; 0 = TNF only, 100 = no-TNF cells; activation (protection from cell death), % at 10 µM; 220,000 tested, 0.068% active;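 active = activation, meaning protection from cell death, of at least 50% relative to plate controls; inactive = activation below 50%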;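 also: necroptosis triggered by 40 ng/mL TNF-alpha added together with compound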
m-calpain inh: blocks pig calpain II enzyme activity | purified calpain II, fluorogenic peptide substrate, 30 min | inhibition, % at 16 µM | 220,000 tested, 0.37% active;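 active = inhibition above about 50%, limit read from the data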
zVAD death inh: blocks zVAD induced death of L929 cells | L929 zVAD necroptosis rescue, ATP luminescence, 24 h; with zVAD 60 µM | 220,000 tested, 0.38% active | viability rescue, % at 10 µM;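 active = activation, scaled between plate controls, above about 75%, limit read from the data; inactive = activation under that limit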;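 also: 0% = zVAD with DMSO and 100% = DMSO alone without zVAD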
The depositor's hits bear a star; nt = not tested or not shown; [ ] = another dose, or the depositor's remark. No enrichment for hits. Share with any hit: about 3.6%.

no.	SMILES	Cl transport mod	Mdm2 ligase inh	PERK inhibitor	Rad51 HR inh	EBV gp42 block	eIF4E-4G inh	TNF death inh	m-calpain inh	zVAD death inh
1	CCOC(=O)C(NC(=O)CC(C)C)(Nc1sc(C)c(CC)c1C#N)C(F)(F)F (stereo unspecified)	0.0201	-15.2	-0.9	-3.5	-11.7	0.2[fluorescence artefact?]	1.5	20.8	0.5
2	COC(=O)c1ccc(C2C(Oc3ccc(OC)cc3)C(=O)N2CCc2ccc(F)cc2)cc1 (stereo unspecified)	-0.673	-7.2	0.7	-1.4	-11.4	-3.6[fluorescence artefact?]	-0.1	15.0	0.2
3	CC1(C)Oc2ccc(C(=O)NC3CCCC3)cc2N(CC(=O)NC2CCCCC2)C1=O	nt	-9.2	-1.3	-8.6	-3.0	-1.3	0.5	15.8	0.1
4	O=C(C(c1ccccc1)N1CCOCC1)N1CCOCC1 (stereo unspecified)	0.493	-4.1	-1.4	nt	1.0	2.9	1.0	5.9	0.6
5	O=C(CCCSc1nc2ccccc2s1)NCc1ccc2c(c1)OCO2	-1.58	11.8	0.3	25.4	-18.9	-11.6	0.7	10.3	-0.1
6	Cc1c(C(=O)N2CCOCC2)oc2ccc(S(=O)(=O)N3CCCCCC3)cc12	0.54	-3.9	-0.9	3.0	-5.3	6.2[fluorescence artefact?]	2.2	4.3	2.9
7	CC(C)C(=O)N1CCN(c2ccc(NC(=O)c3ccc(Br)o3)cc2)CC1	1.35	-22.4	0.5	-6.0	10.7	-3.3	1.6	20.3	1.9
8	Cc1ccc(C)c(NC(=O)Cn2nnc(-c3ccc(N4CCOCC4)cc3)n2)c1	0.912	-3.1	1.0	6.7	0.5	0.2	-4.2	39.7	-1.3
9	CCN(CC)CCOC(=O)c1ccc(NC(=O)COc2cc(=O)n(CC)c3ccccc23)cc1	-0.175	-4.5	0.3	-5.3	8.1	5.9	-5.4	10.9	1.9
10	Cc1n[nH]c(C)c1CCNCc1ccc(OCC(O)CN2CCCCC2)cc1 (stereo unspecified)	nt	-2.1	0.5	-3.9	-19.6	-1.6	-0.3	-14.9	0.2
11	COc1ccc(Cl)cc1-n1c(C)cc(C=O)c1C	-0.429	-0.9	0.1	-2.7	-6.7	-4.3	-1.3	-46.1	1.0
12	CCCCCCCNC(=O)c1ccc(N2CCC3(CC2)OCCO3)c([N+](=O)[O-])c1	0.147	-4.6	-0.4	2.2	7.1	-1.3	3.2	5.8	6.0
13	CCOc1cc(CNC(C)C)c(Cl)cc1OCC(=O)NCCc1ccccc1	-0.36	-5.2	-1.1	-0.1	-10.9	-0.9[fluorescence artefact?]	-1.0	-23.7	-1.5
14	Cc1cccc2cc(CN(Cc3cccnc3)C(=O)c3ccccc3F)c(Cl)nc12	nt	1.3	-0.6	4.0	-20.6	-1.7	-8.5	12.5	-0.1
15	O=c1c(-c2ccc3c(c2)OCCO3)coc2cc(OC3OC(CO)C(O)C(O)C3O)ccc12 (stereo unspecified)	0.971	nt	2.0	-0.2	-7.0	2.4	6.7	27.9	0.8
16	CC1=C(C)/C(=N\OC(=O)/C=C/c2ccccc2)C=CC1=O	-0.257	2.8	0.8	2.5	4.8	1.8[fluorescence artefact?]	-18.5	1.4	31.4
17	CCOc1ccc(N/C(=N/c2nc(C)cc(C)n2)NC(=O)CC)cc1	-1.82	6.9	0.8	12.9	-17.4	-1.5	5.6	-5.6	0.4
18	COc1ccc(CCCc2nnc(SCc3nc4ccccc4c(=O)[nH]3)n2C)c(C)c1	-0.951	-2.4	-0.1	nt	6.5	-1.4	-0.5	21.1	-0.7
19	O=C(Nc1ccc2c(c1)C(=O)NC2=O)c1ccc(S(=O)(=O)N2CCCC2)cc1	-0.203	-8.4	0.6	20.1	4.9	5.8	-0.3	-135.0	0.0
20	COc1c(O)cnn(-c2ccccc2)c1=O	0.736	-7.0	0.6	2.5	-18.8	-8.1	1.6	5.3	-0.5
21	CCOc1ccccc1-n1nnnc1SCC(=O)NC(=O)NCc1ccco1	-3.01	-13.5	0.1	-3.1	-1.7	0.9	-4.8	-97.3	1.9
22	COc1ccc(-n2nnnc2-c2cccc(OC)c2)cc1	-1.28	3.4	0.1	-1.7	-1.8	0.0	-10.0	6.9	-0.1
23	Cc1nc(NC(C)(C)CO)c([N+](=O)[O-])cc1[N+](=O)[O-]	-0.372	-6.8	0.0	-24.4	-4.1	-7.8[fluorescence artefact?]	0.2	28.5	-0.7
24	Clc1ccc(COc2ccccn2)cc1Cl	-0.386	-0.5	0.5	-11.6	-17.4	-3.4[fluorescence artefact?]	2.6	-4.6	-0.2
25	CCOC(=O)C1CCCN(C(=O)c2ccccc2Oc2ccccc2)C1 (stereo unspecified)	-0.0257	-2.6	-0.2	-5.6	-8.2	-0.5	-2.4	18.8	-0.7
26	CCCn1c(SCC(=O)N2CCc3ccccc3C2)nc2c1c(=O)n(C)c(=O)n2C	-0.571	nt	-0.4	-4.2	-25.5	-8.6	1.2	-17.9	0.4
27	NC(=O)c1cccnc1Nc1cccc([N+](=O)[O-])c1	1.46	6.1	1.0	-2.3	9.2	-3.2	0.6	-34.5	39.8
28	CCOc1ccc(C2C(C(C)=O)=C(O)C(=O)N2CCc2c[nH]c3ccccc23)cc1 (stereo unspecified)	0.624	-11.4	0.6	3.4	-2.0	0.9	1.1	-120.3	22.7
29	CCN(CC)c1nc(-c2ccccc2)nc2c1sc(=S)n2CC	0.592	-17.2	-0.5	16.5	5.3	-0.4	0.3	20.0	4.1
30	C/C(=N/NC(N)=S)c1cc2ccc(O)cc2oc1=O	0.175	-5.5	1.7	-204.5	-75.5	1.8	3.6	-109.5	0.3
31	O=C(Nc1ccccc1)NC1CCCCC1	-0.154	-22.8	-0.1	2.0	-9.5	10.2	2.7	-1.0	0.7
32	CCOC(=O)c1c(C)oc2ccc(OC(=O)COc3c(F)c(F)c(F)c(F)c3F)cc12	0.971	3.4	-0.8	nt	-6.0	1.6	0.3	-4.4	nt
33	CCOc1ccc(N/N=C(/C#N)C(N)=O)cc1	-0.492	2.0	0.7	-0.9	-5.2	1.1	-1.4	-28.3	0.1
34	O=c1nccc(SCc2ccc(Cl)cc2Cl)[nH]1	-0.514	nt	0.7	2.0	-9.5	2.9	2.2	0.3	0.3
35	COc1ccc(NC(=O)/C(=C\c2cccs2)NC(=O)c2ccco2)cc1	0.324	-8.3	-0.5	18.7	-12.5	-0.1	0.2	10.1	0.1
36	Cc1ccc(/C=N/NC(=O)c2c[nH]c3ccccc23)o1	-1.07	-11.5	-1.4	12.2	-7.8	-0.3	-0.9	8.0	1.8
37	COC(=O)CN(C#N)c1nc(C)cc(C)n1	-0.0251	-4.0	0.8	-4.7	-27.3	4.7[fluorescence artefact?]	0.8	12.6	0.8
38	COC(=O)Nc1sc2c(c1C(=O)N1CCOCC1)CCC(C)C2 (stereo unspecified)	0.752	-11.4	-0.8	-5.3	-3.4	-1.7	-1.4	1.2	0.1
39	Cc1ccc(N2C(=O)CSC2c2c(F)cccc2Cl)cc1 (stereo unspecified)	0.827	-9.4	0.3	-6.2	-7.6	4.2	3.8	22.7	-0.1
40	COc1ccc(-n2c(SCC(=O)N3CCCCC3)nnc2-c2cccnc2)cc1	0.227	-5.1	-1.1	-1.0	-10.0	-1.1	-3.7	-31.8	-0.5
41	Cc1ncsc1CCOC(=O)c1cccc([N+](=O)[O-])c1	0.327	-1.4	0.4	-11.0	-8.7	5.6[fluorescence artefact?]	1.1	-11.1	0.8
42	CCOC(=O)C1=C(C)OC(N)=C(C#N)C1c1cc2c(cc1[N+](=O)[O-])OCO2 (stereo unspecified)	0.0959	-3.5	1.1	-33.5	30.0	5.0	-4.7	-82.0	-0.8
43	CCOC(=O)/C(=C\Nc1ccc(OC(F)(F)F)cc1)Sc1ncc(C(F)(F)F)cc1Cl	nt	-11.4	0.1	-4.5	-1.3	-10.3	0.0	-34.9	-0.2
44	CCOc1ccc(Br)cc1S(=O)(=O)N1CCC(C(=O)O)CC1	1.08	8.8	0.9	26.5	3.1	0.5	0.6	-12.6	0.8
45	S=C(c1ccc(-c2cc(Cl)ccc2Cl)o1)N1CCOCC1	0.104	-12.4	0.5	-1.8	-0.5	1.1	0.0	-17.0	0.9
46	O=C(Nc1ccc(Cl)cc1C(=O)NCCN1CCOCC1)c1ccc(Cl)cc1Cl	nt	-13.1	-2.6	-10.8	-15.3	0.8	0.9	-3.3	-0.8
47	COc1ccc(/C=C2\SC(=O)N(CCC(=O)Nc3ccc(S(=O)(=O)Nc4nccs4)cc3)C2=O)cc1	0.314	-7.9	1.4	-1.2	1.2	-4.1	-0.2	-20.2	7.7
48	COc1ccc(-c2cc3ccccc3oc2=O)cc1NC(=O)c1ccc(Br)o1	-1.65	-6.8	2.1	4.8	21.4	-19.4	-0.9	-185.3	0.0
49	CCCC1=[N+](CC(C)=O)CCn2c(C)ccc21	0.0209	-6.6	-0.1	7.7	2.9	7.7	-0.4	-28.7	1.1
50	CC(C)(C)NC(=O)COc1ccc(-c2ccccc2)cc1	-0.0315	7.9	1.0	-2.1	-21.1	0.9	1.6	3.2	0.9
51	CCCc1cc(=O)[nH]c(SCc2ccc(C#N)cc2)n1	-1.01	-3.3	1.5	-2.5	-2.8	-1.1	-1.3	17.3	-0.2
52	CCc1ccc(NC(=S)N(CCN(C)C)C(C)c2ccncc2)cc1 (stereo unspecified)	0.37	-11.5	0.0	4.7	-3.8	-2.0	0.8	29.4	-0.8

From no. 31 as far as 36, copied from above:
no.	SMILES	Cl transport mod	Mdm2 ligase inh	PERK inhibitor	Rad51 HR inh	EBV gp42 block	eIF4E-4G inh	TNF death inh	m-calpain inh	zVAD death inh
31	O=C(Nc1ccccc1)NC1CCCCC1	-0.154	-22.8	-0.1	2.0	-9.5	10.2	2.7	-1.0	0.7
32	CCOC(=O)c1c(C)oc2ccc(OC(=O)COc3c(F)c(F)c(F)c(F)c3F)cc12	0.971	3.4	-0.8	nt	-6.0	1.6	0.3	-4.4	nt
33	CCOc1ccc(N/N=C(/C#N)C(N)=O)cc1	-0.492	2.0	0.7	-0.9	-5.2	1.1	-1.4	-28.3	0.1
34	O=c1nccc(SCc2ccc(Cl)cc2Cl)[nH]1	-0.514	nt	0.7	2.0	-9.5	2.9	2.2	0.3	0.3
35	COc1ccc(NC(=O)/C(=C\c2cccs2)NC(=O)c2ccco2)cc1	0.324	-8.3	-0.5	18.7	-12.5	-0.1	0.2	10.1	0.1
36	Cc1ccc(/C=N/NC(=O)c2c[nH]c3ccccc23)o1	-1.07	-11.5	-1.4	12.2	-7.8	-0.3	-0.9	8.0	1.8

Assay outcomes deposited in PubChem BioAssay by several laboratories.
